L major viab – Leishmania major promastigote growth inhibition, primary screen. AID 1063, 2008. Leishmania major promastigotes, resazurin fluorescence viability. actives 9% (n = 200,000). inhibition, % at 10 µM; in the data active = inhibition above about 50%;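 also: promastigotes grown with compound for 44 hours at 28 °C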
TNAP inh noacc – human TNAP enzyme inhibitors, primary screen, biochemical, luminescent, no phosphate acceptor, uHTS; Alkaline phosphatase, tissue-nonspecific isozyme (Homo sapiens), P05186; purified TNAP, CDP-star luminescence, 30 min; inhibition, % at 20 µM; actives 0.26% (n = 200,000); AID 1012, 2008;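 active = tissue-nonspecific alkaline phosphatase inhibition above about 50% at 20 µM in the single-dose screen, limit read from the data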;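 also: 0% = DMSO negative control and 100% = EDTA positive control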
Target sequence (P05186 whole entry, looked up): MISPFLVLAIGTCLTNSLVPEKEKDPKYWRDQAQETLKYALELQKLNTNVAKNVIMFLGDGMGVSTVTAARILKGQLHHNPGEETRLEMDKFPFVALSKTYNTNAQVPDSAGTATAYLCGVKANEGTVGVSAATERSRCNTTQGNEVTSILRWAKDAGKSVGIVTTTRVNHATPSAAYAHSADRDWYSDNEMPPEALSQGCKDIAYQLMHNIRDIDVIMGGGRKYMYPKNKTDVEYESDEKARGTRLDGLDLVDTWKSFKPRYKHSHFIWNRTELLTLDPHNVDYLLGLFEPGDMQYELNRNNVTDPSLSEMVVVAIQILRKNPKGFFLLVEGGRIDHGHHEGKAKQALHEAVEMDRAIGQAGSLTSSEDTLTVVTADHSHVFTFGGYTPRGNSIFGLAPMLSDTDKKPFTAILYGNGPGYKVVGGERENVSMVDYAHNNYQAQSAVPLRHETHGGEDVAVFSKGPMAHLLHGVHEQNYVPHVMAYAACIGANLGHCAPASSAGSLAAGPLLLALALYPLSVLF
bIAP act – bovine intestinal alkaline phosphatase activators, primary screen, biochemical, bovine IAP, CDP-star luminescence; purified bovine IAP, 30 min; hits give high values; fold of DMSO-control signal, blank-subtracted; activation factor at 20 µM; actives 0.17% (n = 200,000);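 active = activation factor of 2 or more at 20 µM, a signal rise over negative controls twice the positive control's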
bIAP inh – bovine intestinal alkaline phosphatase inhibitors, primary screen, selectivity assay for TNAP inhibitor project, biochemical, bovine IAP, CDP-star luminescence | alkaline phosphatase, intestinal [Bos taurus] | purified bovine IAP, 30 min | inhibition, % at 20 µM | 190,000 tested, under 10 active | AID 1019, 2008;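 active = over 50% inhibition of intestinal alkaline phosphatase at 20 µM in the single-dose screen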
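test system = bovine IAP enzyme | medium = DEA buffer 100 mM, pH 9.8, with MgCl2 1.0 mM, ZnCl2 0.02 mM | detection = luminescence | dosing = single compound dose of 20 µM, 2% DMSO final | incubation = 30 min reaction at room temperature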
FLuc act counter – FLuc activators, initial screening, artefact control for FLuc-dependent activation tests, biochemical, ATPlite luminescence; 200,000 tested, under 10 active; AID 1027, 2008; Luciferin 4-monooxygenase (Photinus pyralis), P08659; ATPlite luciferase biochemical, 10 min; 0 = ATP-free wells, 1 = DMSO control; activation factor at 10 µM;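 active = luciferase activation factor, scaled between plate controls, of at least 2 with compound at 10 µM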
Target sequence (P08659 whole entry, looked up): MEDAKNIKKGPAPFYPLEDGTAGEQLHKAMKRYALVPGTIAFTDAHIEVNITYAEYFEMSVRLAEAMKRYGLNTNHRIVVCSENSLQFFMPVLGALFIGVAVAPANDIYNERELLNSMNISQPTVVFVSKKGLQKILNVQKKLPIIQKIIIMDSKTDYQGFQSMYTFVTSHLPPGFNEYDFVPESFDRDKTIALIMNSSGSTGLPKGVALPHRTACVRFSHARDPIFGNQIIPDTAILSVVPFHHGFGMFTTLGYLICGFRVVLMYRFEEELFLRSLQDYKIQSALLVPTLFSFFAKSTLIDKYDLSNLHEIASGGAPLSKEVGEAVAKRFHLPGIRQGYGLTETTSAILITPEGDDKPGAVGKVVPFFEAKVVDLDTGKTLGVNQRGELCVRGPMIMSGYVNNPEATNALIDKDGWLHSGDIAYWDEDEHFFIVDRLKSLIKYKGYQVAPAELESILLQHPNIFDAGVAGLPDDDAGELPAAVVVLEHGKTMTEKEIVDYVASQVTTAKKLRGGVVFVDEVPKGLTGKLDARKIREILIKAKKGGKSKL
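Material: Luciferase/luciferin reagent mix; Doses: test compounds dosed from 2 mM stocks in 100% DMSO; Schedule: 10 min incubation after luciferase reagent addition, room temperature; Measured by: luminescence from luciferase reaction; Read-out: luminescence gain marking luciferase activators.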
FLuc inh counter – firefly luciferase enzyme inhibitors, primary screen, artefact control for luciferase-based inhibitor screens, biochemical, luminescence, ATPLite | Luciferin 4-monooxygenase (Photinus pyralis), P08659 | 10 min | inhibition, % at 10 µM | actives 1.5% (n = 200,000) | AID 1006, 2008;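 active = inhibition above about 50% when tested at 10 µM, limit read from the data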
RAM network inh – inhibitors of the yeast RAM network, primary screen, dse1pr::URA3 reporter, 5-FOA selection. S. cerevisiae dse1pr::URA3 reporter, 5-FOA growth OD615, 2 d; analog-sensitive cbk1-as2 kinase mutant strain. inhibition, % at 50 µM. actives 1.8% (n = 190,000);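 active = inhibition above a set limit, 3 SD over mean compound inhibition, cut at about 8.4% in these data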;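 also: 0% = DMSO-only wells with no growth and 100% = 10 µM 1-NA-PP1 full growth; inhibition rescues growth on 5-FOA so higher OD means more RAM inhibition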
APP 5UTR inh – inhibitors of APP translation via 5'UTR reporter, primary screen, APP 5'UTR luciferase, SH-SY5Y cells | SH-SY5Y APP 5'UTR-luciferase reporter, luminescence | inhibition, % at 2 µM | actives 0.82% (n = 190,000);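 active = inhibition above a set limit, derived from the sample mean plus 3 SD, cut at about 45% in these data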; also: values of inactives mirror those of a sister screen read the other way
TNAP inh hi DEA – human TNAP enzyme inhibitors, primary screen, biochemical, luminescent, high phosphate acceptor level, uHTS; purified TNAP, CDP-star luminescence, 1 M DEA; inhibition, % at 20 µM; Alkaline phosphatase, tissue-nonspecific isozyme (Homo sapiens), P05186; actives 0.03% (n = 200,000);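 active = over 50% inhibition of tissue-nonspecific alkaline phosphatase at 20 µM in the single-dose screen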;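 also: plate controls were DMSO wells for no effect and EDTA-quenched wells as full inhibition for full effect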
TNAP act hiacc – TNAP activators at high phosphate acceptor level, primary screen, biochemical, luminescence, uHTS. 200,000 tested, under 10 active. purified TNAP, CDP-star luminescence, 1 M DEA, 30 min; hits give high values; 0 = EDTA background, 1 = DMSO-only activity. AID 1136, 2008. activation factor at 20 µM;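 active = activation factor at least 2 at 20 µM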
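Dosing: 20 µM single point. System: human TNAP. Amount: TNAP 1/800 final. Incubation: 30 min, room temperature. Read-out: TNAP activation factor scaled between EDTA and DMSO control wells. Signal: luminescence from CDP-star hydrolysis. Medium: 1 M DEA, pH 9.8, Mg2+, Zn2+. Control set: EDTA negative control, DMSO positive control.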
Active calls of the source: *.

Preview, three compounds:
How did CC1=C(C(=O)N2CCOCC2)C(c2c(C)cc(C)cc2C)NC(=S)N1 (stereo not given) do in these assays?
L major viab: -2; TNAP inh noacc: -4; bIAP act: 1.2; bIAP inh: -18; FLuc act counter: 1; FLuc inh counter: -3; RAM network inh: 0.6; APP 5UTR inh: -5; TNAP inh hi DEA: 1; TNAP act hiacc: 1

How did CCN1CCN(c2ccc(NC(=O)c3ccccc3F)cc2Cl)CC1 do in these assays?
L major viab: 75*; TNAP inh noacc: -10; bIAP act: 1; bIAP inh: 5; FLuc act counter: 0.9; FLuc inh counter: 6; RAM network inh: 1.9; APP 5UTR inh: -75; TNAP inh hi DEA: -1; TNAP act hiacc: 1

What do the screens show for `O=C(c1cccs1)n1nc(-c2ccccc2)nc1NCc1ccc(F)cc1`?
L major viab: 0; TNAP inh noacc: -6; bIAP act: 0.8; bIAP inh: 19; FLuc act counter: 1.1; FLuc inh counter: -6; RAM network inh: 8.6*; APP 5UTR inh: -13; TNAP inh hi DEA: 0; TNAP act hiacc: 1

All compounds of this part, repeating the preview:
How did CC1=C(C(=O)N2CCOCC2)C(c2c(C)cc(C)cc2C)NC(=S)N1 (stereo not given) do in these assays?
L major viab: -2; TNAP inh noacc: -4; bIAP act: 1.2; bIAP inh: -18; FLuc act counter: 1; FLuc inh counter: -3; RAM network inh: 0.6; APP 5UTR inh: -5; TNAP inh hi DEA: 1; TNAP act hiacc: 1

How did CCN1CCN(c2ccc(NC(=O)c3ccccc3F)cc2Cl)CC1 do in these assays?
L major viab: 75*; TNAP inh noacc: -10; bIAP act: 1; bIAP inh: 5; FLuc act counter: 0.9; FLuc inh counter: 6; RAM network inh: 1.9; APP 5UTR inh: -75; TNAP inh hi DEA: -1; TNAP act hiacc: 1

What do the screens show for `O=C(c1cccs1)n1nc(-c2ccccc2)nc1NCc1ccc(F)cc1`?
L major viab: 0; TNAP inh noacc: -6; bIAP act: 0.8; bIAP inh: 19; FLuc act counter: 1.1; FLuc inh counter: -6; RAM network inh: 8.6*; APP 5UTR inh: -13; TNAP inh hi DEA: 0; TNAP act hiacc: 1

How did COc1ccc(N=Cc2ccc[nH]2)cc1 do in these assays?
L major viab: 0; TNAP inh noacc: -16; bIAP act: 0.9; bIAP inh: 6; FLuc act counter: 1; FLuc inh counter: 1; RAM network inh: 2.1; APP 5UTR inh: 25; TNAP inh hi DEA: -2; TNAP act hiacc: 1

How did COC(=O)c1ccccc1NC(=O)CSc1nnc(C(C)NC(=O)c2ccc(Cl)cc2Cl)n1C (stereo not given) do in these assays?
L major viab: -2; TNAP inh noacc: -12; bIAP act: 1; bIAP inh: 3; FLuc act counter: 1.1; FLuc inh counter: -13; RAM network inh: -0.2; APP 5UTR inh: 3; TNAP inh hi DEA: -8; TNAP act hiacc: 1.1

What do the screens show for `COc1ccc(-c2csc(Cc3nnc(N4CCOCC4)n3-c3ccccc3)n2)cc1OC`?
L major viab: 0; TNAP inh noacc: -16; bIAP act: 1; bIAP inh: 1; FLuc act counter: 1.1; FLuc inh counter: -7; RAM network inh: -1.7; APP 5UTR inh: -3; TNAP inh hi DEA: -7; TNAP act hiacc: 1.1

How did Cc1ccc(S(=O)(=O)NC(=O)NC(C)Cc2ccccc2)cc1 (stereo not given) do in these assays?
L major viab: -2; TNAP inh noacc: -9; bIAP act: 1; bIAP inh: -2; FLuc act counter: 1.1; FLuc inh counter: -6; RAM network inh: 1.9; APP 5UTR inh: 7; TNAP inh hi DEA: -4; TNAP act hiacc: 1

How did O=C(CNS(=O)(=O)/C=C/c1ccccc1)OCC(=O)N1CCC(Cc2ccccc2)CC1 do in these assays?
L major viab: -5; TNAP inh noacc: -4; bIAP act: 0.9; bIAP inh: 8; FLuc act counter: 1; FLuc inh counter: 0; RAM network inh: 5.8; APP 5UTR inh: -12; TNAP inh hi DEA: 9; TNAP act hiacc: 0.9

Results for CN1/C(=C/C(=O)c2nc(S(C)(=O)=O)ncc2Cl)C(C)(C)c2ccccc21 ?
L major viab: 83*; TNAP inh noacc: -2; bIAP act: 0.9; bIAP inh: 11; FLuc act counter: 1; FLuc inh counter: -3; RAM network inh: 2.2; APP 5UTR inh: 57*; TNAP inh hi DEA: 4; TNAP act hiacc: 1

How did COc1ccccc1N1CCN(C(=O)CSc2nnc(NC(=O)c3ccco3)s2)CC1 do in these assays?
L major viab: -6; TNAP inh noacc: -12; bIAP act: 1; bIAP inh: -5; FLuc act counter: 0.9; FLuc inh counter: 13; RAM network inh: 2.0; APP 5UTR inh: 6; TNAP inh hi DEA: -2; TNAP act hiacc: 1

How did Cc1c(Cl)cccc1NC(=O)CC1SCCNC1=O (stereo not given) do in these assays?
L major viab: -5; TNAP inh noacc: -13; bIAP act: 0.9; bIAP inh: 14; FLuc act counter: 1; FLuc inh counter: -5; RAM network inh: -0.1; APP 5UTR inh: -6; TNAP inh hi DEA: -6; TNAP act hiacc: 1.1

Results for O=P(c1ccccc1)(c1ccccc1)C(O)c1ccncc1 (stereo not given) ?
L major viab: -2; TNAP inh noacc: -6; bIAP act: 1; bIAP inh: 2; FLuc act counter: 1; FLuc inh counter: -2; RAM network inh: 2.0; APP 5UTR inh: 5; TNAP inh hi DEA: -2; TNAP act hiacc: 1

How did Cc1ccc(/C=N/NC(=O)c2cccc(S(=O)(=O)Nc3ccccc3Cl)c2)s1 do in these assays?
L major viab: 9; TNAP inh noacc: -14; bIAP act: 1.1; bIAP inh: -10; FLuc act counter: 1; FLuc inh counter: 1; RAM network inh: 0.4; APP 5UTR inh: 11; TNAP inh hi DEA: 0; TNAP act hiacc: 1

What do the screens show for `CCC(CC)NC(=O)Nc1cccc(C)c1C`?
L major viab: 3; TNAP inh noacc: -11; bIAP act: 1.1; bIAP inh: -13; FLuc act counter: 1; FLuc inh counter: -2; RAM network inh: 1.9; APP 5UTR inh: 3; TNAP inh hi DEA: -3; TNAP act hiacc: 1

How did Cc1ccc(-c2nnn(CC(=O)Nc3cccc4cccnc34)n2)o1 do in these assays?
L major viab: -2; TNAP inh noacc: -7; bIAP act: 0.8; bIAP inh: 17; FLuc act counter: 1; FLuc inh counter: -3; RAM network inh: 2.2; APP 5UTR inh: -9; TNAP inh hi DEA: -4; TNAP act hiacc: 1

How did CCCCOC(=O)c1ccc(NC(=O)c2cc(Cl)c(Cl)cc2C(=O)O)cc1 do in these assays?
L major viab: -9; TNAP inh noacc: -5; bIAP act: 1; bIAP inh: 1; FLuc act counter: 1; FLuc inh counter: 3; RAM network inh: 5.3; APP 5UTR inh: -18; TNAP inh hi DEA: -3; TNAP act hiacc: 1

What do the screens show for `Fc1ccc(CSc2ccc(-c3ccco3)nn2)cc1`?
L major viab: 0; TNAP inh noacc: 8; bIAP act: 1; bIAP inh: -4; FLuc act counter: 0.5; FLuc inh counter: 50; RAM network inh: 4.8; APP 5UTR inh: -38; TNAP inh hi DEA: -2; TNAP act hiacc: 1

What do the screens show for `CCn1c(=NC(=O)c2ccc(S(=O)(=O)N(C)C)cc2)sc2cccc(OC)c21`?
L major viab: 70*; TNAP inh noacc: -6; bIAP act: 1.2; bIAP inh: -17; FLuc act counter: 1; FLuc inh counter: 0; RAM network inh: 4.2; APP 5UTR inh: -25; TNAP inh hi DEA: 4; TNAP act hiacc: 1

How did Cc1ccc(-c2nc(NCCN3CCOCC3)c3ccccc3n2)cc1 do in these assays?
L major viab: 81*; TNAP inh noacc: -11; bIAP act: 1; bIAP inh: -4; FLuc act counter: 1; FLuc inh counter: -4; RAM network inh: 2.4; APP 5UTR inh: -19; TNAP inh hi DEA: -4; TNAP act hiacc: 1

Results for Cn1c2ccccc2c2nnc(SC3CCOC3=O)nc21 (stereo not given) ?
L major viab: 0; TNAP inh noacc: -7; bIAP act: 0.9; bIAP inh: 12; FLuc act counter: 1.1; FLuc inh counter: -7; RAM network inh: -0.1; APP 5UTR inh: 4; TNAP inh hi DEA: -6; TNAP act hiacc: 1.1

What do the screens show for `CC(C)c1nc2oc3c(NCC4CCCO4)ncnc3c2c2c1CCC2` (stereo not given)?
L major viab: 25; TNAP inh noacc: -8; bIAP act: 1; bIAP inh: -5; FLuc act counter: 1; FLuc inh counter: -4; RAM network inh: 2.1; APP 5UTR inh: 4; TNAP inh hi DEA: -8; TNAP act hiacc: 1.1

Results for O=C(NCCOc1ccccc1)c1cc(C(=O)NCCOc2ccccc2)cc([N+](=O)[O-])c1 ?
L major viab: 98*; TNAP inh noacc: -3; bIAP act: 1; bIAP inh: 2; FLuc act counter: 1; FLuc inh counter: 0; RAM network inh: 14*; APP 5UTR inh: -4; TNAP inh hi DEA: 1; TNAP act hiacc: 1

What do the screens show for `CCn1c2ccccc2c2cc([N+](=O)[O-])ccc21`?
L major viab: -4; TNAP inh noacc: 8; bIAP act: 1; bIAP inh: 4; FLuc act counter: 1.1; FLuc inh counter: -8; RAM network inh: 1.7; APP 5UTR inh: -18; TNAP inh hi DEA: -2; TNAP act hiacc: 1

How did O=C(NCCCn1ccnc1)c1ccc(Br)c(S(=O)(=O)N2CCOCC2)c1 do in these assays?
L major viab: -1; TNAP inh noacc: 1; bIAP act: 0.9; bIAP inh: 6; FLuc act counter: 1; FLuc inh counter: -2; RAM network inh: 0.1; APP 5UTR inh: 5; TNAP inh hi DEA: 1; TNAP act hiacc: 1

How did Cn1nc(-c2ccccc2)c(C#N)c1Sc1cccc(Cl)c1 do in these assays?
L major viab: 14; TNAP inh noacc: -10; bIAP act: 0.7; bIAP inh: 31; FLuc act counter: 1; FLuc inh counter: -4; RAM network inh: 0.3; APP 5UTR inh: -3; TNAP inh hi DEA: -3; TNAP act hiacc: 1

What do the screens show for `Cc1ccc(N2C(=O)CSC2=S)cc1C`?
L major viab: -6; TNAP inh noacc: 21; bIAP act: 0.7; bIAP inh: 25; FLuc act counter: 1; FLuc inh counter: -4; RAM network inh: 3.0; APP 5UTR inh: 19; TNAP inh hi DEA: 5; TNAP act hiacc: 1
